Integrin act MD: activators of alpha7 integrin expression for muscular dystrophy; 350,000 compounds, 0.064% hits; alpha7betagal myoblasts, beta-gal FDG fluorescence, 48 h; Potency, µM (series often up to 38.3 µM), for the others: at the top dose activation, actives largely listed as activators; AID 624291;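 note: potency is the fitted concentration of half-maximal effect; 100% = response of the positive control SU9516; nearly all actives have a fitted effect of over 60% in size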
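alpha7betagal+/- myoblasts (passage 13, 250/well) treated 48 h at 37C with compounds at 1:260 dilution of DMSO stock. Lysed, then beta-galactosidase activity read as FDG fluorescence (ex 480/em 540) after 30 min, with pre-read for autofluorescence.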
Giardia killer: Giardia lamblia killing; Giardia lamblia trophozoite viability; activity change, % at 7.66 µM, hits read low; 340,000 compounds, 0.15% hits; AID 540267; in the data active = activity change below about -80%; inconclusive = between about -30% and that limit;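 note: parasites exposed to compound for two days anaerobically before the ATP read; % is set by controls: 0 for no effect and ±100 for the full control effect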
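Media and compound were dispensed first, then trophozoites at 100 cells/well; plates sat 48 hrs at 37 deg C without oxygen before ATP luminescence reagent was added and read after 15-30 min at room temperature.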
Menin MLL FP TR: inhibitors of human menin-MLL interaction, mutant MLL peptide; O00255; Menin + Texas Red MLL mutant peptide, fluorescence polarization; Potency, µM (doses to about 61.6 µM), inactives show top-dose FP activity change, negative = inhibition, hits mostly inhibitors; 270,000 compounds, 0.23% hits; active = well fitted inhibition curve with a large enough effect in the polarisation, with a control signal flat, not every such curve was filed as active; inconclusive = small, poorly fitted or top-dose-only effect, or effect the other way, or a change in a side signal; inactive = no such curve, though single readings can be large or run the other way; the % refers to the polarisation; note: potency is the fitted concentration of half-maximal effect; % of control where 0% means no effect; many of its hits are not listed in these tables
PKM2 act: increases activity of human pyruvate kinase M2; purified PKM2, Kinase-Glo ATP luminescence, activation; response scale: 0% is enzyme alone, no compound; Potency, µM (top dose mostly 57.5 µM), inactives show top-dose activation, hits mostly activators; 260,000 compounds, 0.34% hits; note: potency is the fitted concentration of half-maximal effect; % is set by controls: 0 for no effect and ±100 for the full control effect; nearly all actives have a fitted effect of over 55% in size
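Purified hPK-M2 (>95%) run at intermediate activity with 0.1 mM ADP and 0.5 mM PEP in 50 mM imidazole pH 7.2, KCl, MgCl2; 1 h room temperature. ATP formed read by Kinase-Glo luminescence; normalized to uninhibited and no-enzyme controls.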
B2AR arrestin: beta2AR (human) beta-arrestin recruitment activity. P07550. Potency, µM (series often up to 46.1 µM), for inactives: top-dose activation, most hits filed as activators. AID 492947. beta-arrestin recruitment to beta2AR, cell-based reporter. 330,000 compounds, 0.02% hits;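 note: potency is the fitted concentration of half-maximal effect; 0% = DMSO controls and full agonism = EC100 isoproterenol or metaproterenol; nearly all actives have a fitted effect of over 65% in size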
Target sequence (P07550 whole entry, looked up): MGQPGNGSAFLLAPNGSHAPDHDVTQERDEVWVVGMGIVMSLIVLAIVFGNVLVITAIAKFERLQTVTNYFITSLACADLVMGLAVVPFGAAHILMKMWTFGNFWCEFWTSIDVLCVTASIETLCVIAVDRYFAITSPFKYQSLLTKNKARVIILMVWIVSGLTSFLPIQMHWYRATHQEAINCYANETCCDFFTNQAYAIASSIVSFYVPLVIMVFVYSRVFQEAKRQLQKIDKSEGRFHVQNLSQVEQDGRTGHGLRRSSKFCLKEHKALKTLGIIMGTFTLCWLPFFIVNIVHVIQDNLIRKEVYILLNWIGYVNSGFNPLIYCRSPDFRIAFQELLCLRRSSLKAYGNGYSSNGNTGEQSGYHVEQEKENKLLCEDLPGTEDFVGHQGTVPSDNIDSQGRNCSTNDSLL
GALK inhibitor: blocks human galactokinase activity; P51570; Purified GALK, Kinase-Glo residual ATP luminescence; Potency, µM (highest dose often 57.5 µM), for inactives: at the top dose activity change, negative = inhibition, hits mostly inhibitors; 270,000 compounds, 0.007% hits; AID 1868; note: potency is the fitted concentration of half-maximal effect; % is set by controls: 0 for no effect and ±100 for the full control effect
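The enzyme phosphorylates galactose (100 uM) using ATP (35 uM); inhibition is detected as higher residual ATP, quantified by bioluminescence after 1 h reaction at room temperature, pH 8.0.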
ASM inhibitor: blocks human secretory acid sphingomyelinase; P17405; placental ASM, HMU-PC fluorogenic substrate, 60 min; Potency, µM (top dose mostly 57.5 µM), for inactives: at the top dose activity change, negative = inhibition, most hits filed as inhibitors; AID 504937; 340,000 compounds, 0.006% hits; note: potency is the fitted concentration of half-maximal effect
Target sequence (P17405 47-631 limits assumed): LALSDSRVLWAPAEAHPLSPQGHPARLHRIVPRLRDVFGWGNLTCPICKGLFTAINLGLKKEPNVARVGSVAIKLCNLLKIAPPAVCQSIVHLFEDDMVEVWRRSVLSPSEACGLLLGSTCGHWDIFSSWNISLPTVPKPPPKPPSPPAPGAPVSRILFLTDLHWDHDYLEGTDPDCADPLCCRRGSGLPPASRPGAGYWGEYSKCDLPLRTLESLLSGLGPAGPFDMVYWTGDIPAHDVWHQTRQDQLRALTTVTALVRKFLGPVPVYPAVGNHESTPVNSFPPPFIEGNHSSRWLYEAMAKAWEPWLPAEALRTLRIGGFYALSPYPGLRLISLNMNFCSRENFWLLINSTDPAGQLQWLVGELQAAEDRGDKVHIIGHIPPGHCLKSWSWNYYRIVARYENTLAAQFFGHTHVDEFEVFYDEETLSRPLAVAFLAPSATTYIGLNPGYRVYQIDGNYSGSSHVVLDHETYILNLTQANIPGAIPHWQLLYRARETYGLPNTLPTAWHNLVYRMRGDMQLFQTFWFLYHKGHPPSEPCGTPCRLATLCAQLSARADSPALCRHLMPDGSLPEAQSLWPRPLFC
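HMU-PC0 cleavage (9 uM final) by human placental ASM, 60 min at 37 °C following 10 min compound exposure at RT; stopped at pH 10, fluorescence Ex 386/Em 447 nm.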
PTAP TSG101 blk: blocks PTAP/TSG101 interaction to inhibit HIV-1 budding. Fluorescence polarization, FITC-PTAP peptide / Tsg101 binding. Potency, µM (highest dose often 115 µM), inactives show top-dose activity change, negative = inhibition, most hits filed as inhibitors. 340,000 tested, under 10 active. AID 493005; active = well fitted inhibition curve with a large enough effect in the main read-out, with a control signal flat, not every such curve was filed as active; inconclusive = small, poorly fitted or top-dose-only effect, or effect the other way, or a change in a side signal; inactive = no such curve, though single readings can be large or run the other way; note: potency is the fitted concentration of half-maximal effect; % of control where 0% means no effect
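Fluorescence anisotropy tracks displacement of a FITC-tagged PTAP peptide (50 nM) from the Tsg101 binding domain (10 uM), following a 20 min room-temperature incubation at pH 7.5.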
Tb PFK inh: inhibitors of T. brucei phosphofructokinase; T. brucei PFK, ADP-Glo luminescence; Potency, µM (titrated, usually from 57.5 µM), without a hit: at the top dose activity, negative = inhibition, hits mostly inhibitors; 330,000 compounds, 0.17% hits; AID 485367;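 note: potency is the fitted concentration of half-maximal effect; 0% = uninhibited 1x PFK enzyme wells and -100% = no-enzyme wells; nearly all actives have a fitted effect of over 60% in size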
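Compounds were pin-transferred as a titration series up to 57 uM into substrate buffer (0.5 mM F6P, 0.1 mM ATP, pH 8.0), then 1.25 nM PFK was added and reactions ran 45 min before ADP-Glo detection.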
Coupling enz: coupling enzyme interference in Giardia aldolase counter-screen; coupling enzyme system counterscreen, AmpLite Red fluorescence; activity change, negative = inhibition, % at 58.2 µM, hits read low; AID 2472; 290,000 compounds, 0.67% hits; in the data active = activity change below about -30%; note: % is set by controls: 0 for no effect and ±100 for the full control effect
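Counterscreen lacking aldolase: glyceraldehyde-3-phosphate coupling-enzyme reagent preincubated 10 min at RT with compound (at 57.5 uM final), then substrate/coupling system with AmpLite Red added; fluorescence read at 525/598 nm after 20 min RT.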
BCR signal inh: chronic active BCR signaling inhibition | ABC-DLBCL IkBa-CBG/CBR reporter, luminescence ratio, 4 h | AID 493014 | 340,000 compounds, 0.05% hits | Potency, µM (titrated, usually from 46.1 µM), for the others: at the highest dose ratio change, negative = lower green/red ratio, usual class: inhibitors; active = well fitted inhibition curve with a large enough effect in the signal ratio, with a control signal flat, not every such curve was filed as active; inconclusive = small, poorly fitted or top-dose-only effect, or effect the other way, or a change in a side signal; the % refers to the signal ratio;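 note: potency is the fitted concentration of half-maximal effect; plate controls were basal doxycycline-induced cells for no effect and cells given 10 µM MG132 for full effect; MG132 reads +100%, hits lower the ratio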
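Doxycycline induced both beetle luciferases in TMD8 lymphoma cells; IKK-driven degradation limits the IkappaBalpha-fused green signal, while red luminescence normalises for cell number and nonspecific effects. Compounds tested up to 46 uM, 4 hrs.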
The depositor's hits bear a star; ? = inconclusive; . = no result given; [ ] = remark or other dose. Unless noted, calls come from the whole dose curve; as a rule, active = well fitted curve in the direction sought with a large enough effect; inconclusive = small, poorly fitted or top-dose-only effect, or another doubt; inactive = no such curve, though single readings can be large; an effect the other way counts as inactive or inconclusive. Not all compounds are listed; the hit share may differ from the screen's.

SMILES | Integrin act MD | Giardia killer | Menin MLL FP TR | PKM2 act | B2AR arrestin | GALK inhibitor | ASM inhibitor | PTAP TSG101 blk | Tb PFK inh | Coupling enz | BCR signal inh
Cc1ccc(C(=O)C2C(c3cccs3)NC(=O)NC2(O)C(F)(F)F)cc1 (centres undefined) | 3.5% | 9.4 | -14.5% | -8.2% | -0.2% | 1.5% | 0.2% | -4.1% | -0.3% | -1.4 | 2.5%
CC(C)Oc1ccc(C(=O)NCC(=O)O)cc1 | 0.3% | -2.5 | . | -3.2% | -0.1% | 3.3% | -4.1% | -7.1% | -4.2% | -1.9 | 5.6%
COc1cccc(C2NC(=O)NC(C)=C2C(=O)Nc2cccc(C)c2C)c1 (centres undefined) | 21.6% | -11.8 | 3.1% | -8.8% | -0.4% | 2.6% | 3.3% | -1.8% | -2.2% | -4.5 | -1.3%
Cc1nc2ccc(NC(=O)c3nn(C(C)C)c(=O)c4ccccc34)cc2s1 | -17.3% | 6.9 | -3.5% | 3.6% | 0.0% | -0.6% | -4.0% | -0.8% | 3.6% | -2.7 | -18.0%
[O-][n+]1cccc2c(Br)cc(Br)c(O)c21 | ? | -6.1 | 9.3% | 10.2% | 0.2% | -1.1% | -6.6% | -7.3% | -6.7% | -29.6 | ?
O=C(Nc1ccc(OC(=O)c2cccs2)cc1)c1ccco1 | 2.0% | 6.1 | ? | -3.9% | -0.3% | 1.9% | -1.6% | -4.6% | 5.1% | 0.4 | 4.1%
CCOP(=O)(OCC)/C(C#N)=C/c1c[nH]c2ccccc12 | 22.5% | -6.8 | 18.1% | 0.4% | -0.2% | 1.9% | 7.0% | -1.7% | -8.6% | 0.0 | ?
CCOc1ccc(OCC(=O)OCC(=O)N2CCN(C(=O)c3ccco3)CC2)cc1 | 8.7% | -9.2 | . | . | -0.6% | . | 7.9% | -0.8% | . | . | -4.6%
O=C(CSc1nc2ccccc2c(=O)n1CC1CCCO1)NCc1ccccc1 (centres undefined) | 5.3% | 5.9 | -14.8% | . | -0.3% | 4.7% | 5.3% | -2.1% | 0.6% | 1.1 | -5.6%
C=CCn1cc(C(=O)NCc2ccc3c(c2)OCO3)c(=O)c2cc(S(=O)(=O)N(CC)CC)ccc21 | 16.4% | -6.5 | -7.1% | 0.0% | -2.5% | . | -4.3% | -2.4% | -1.4% | -0.3 | ?
CCCCSc1nnc(CCCCCNC(=O)OC(C)(C)C)o1 | 10.6% | 4.9 | ? | 0.5% | 0.5% | 4.0% | 1.5% | -2.6% | -0.4% | 3.6 | -0.2%
O=C(CCn1ccc2cc(S(=O)(=O)N3CCCC3)ccc21)NCCc1ccccc1 | 16.4% | 16.9 | . | . | -1.7% | -6.2% | -2.8% | -1.6% | 7.2% | . | 4.4%
COCC(C)n1c(C)cc(C(=O)Cn2nc(C(=O)O)c3ccccc3c2=O)c1C (centres undefined) | -20.8% | 5.9 | -21.8% | -4.3% | -0.1% | 6.3% | -0.3% | -2.3% | 1.5% | 2.7 | -14.5%
COc1ccc([N+](=O)[O-])cc1NC(=O)C(C)OC(=O)Cn1[nH]c(=O)c2ccccc2c1=O (centres undefined) | -14.5% | -3.4 | . | . | 0.0% | . | -5.8% | 0.1% | -10.9% | . | -1.2%
CC(C)CNC(=O)c1c(F)c(F)c(F)c(F)c1F | 1.0% | 12.0 | -2.1% | -0.9% | 0.2% | 4.3% | 4.5% | -1.1% | -5.3% | 1.4 | ?
COc1cc(CNc2ccc3[nH]c(=O)[nH]c3c2)ccc1OCc1ccc(C)cc1 | -15.2% | -3.0 | ? | . | 0.2% | . | 21.5% | -0.7% | 0.7% | 0.0 | ?
O=[N+]([O-])c1ccc(CSc2nnc(SCc3ccccc3)s2)cc1 | -14.2% | -1.2 | -1.3% | -1.6% | -1.4% | . | -0.3% | -5.5% | 0.5% | 4.2 | 0.1%
COc1ccc2nc(-c3ccco3)c(-c3ccco3)nc2c1 | -8.0% | ? | ? | 16.6% | 0.0% | -3.7% | . | -4.7% | -7.5% | -32.3* | 13.2%
CC(CCc1ccccc1)NC(=O)COC(=O)c1cccc2ccccc12 (centres undefined) | 25.8% | -21.7 | -9.2% | 2.3% | -0.1% | 3.6% | -4.7% | -0.4% | 9.3% | 0.3 | 3.8%
CCCCCCNC(=O)C(C#N)c1nc2ccccc2nc1N1CCCC1 (centres undefined) | -18.0% | 3.6 | 14.4% | -0.5% | -0.3% | -0.5% | 127.6%[activator] | ? | 5.1% | 3.2 | 21.0%
CC1CCC(NC(=O)c2cc3c(s2)CCCC3)CC1 (centres undefined) | 5.0% | 3.1 | . | . | -0.2% | . | -3.7% | -1.7% | 4.7% | . | -9.3%
CCN(CC)c1ccc(/C=N/OCC(=O)N2CCCc3ccccc32)cc1 | -7.8% | -7.3 | ? | 7.1% | 3.2% | -3.6% | -1.7% | 0.8% | -0.3% | 4.8 | -12.1%
C/C(=N\N1CCN(c2ccccc2)CC1)c1ccc(O)cc1 | 0.0% | 21.1 | -10.6% | . | 0.1% | -3.4% | 2.3% | -3.0% | -9.6% | 0.5 | 5.8%
CCC(=O)Nc1cccc(NC(=O)c2cc3ccccc3o2)c1 | 16.5% | -10.2 | 4.7% | -14.1% | -0.5% | 4.2% | -2.1% | -2.7% | 2.7% | -7.4 | ?
O=C(NC1CCCCC1)N1CCNCC1 | 21.7% | -12.0 | -0.3% | -2.4% | -0.3% | 3.1% | -1.0% | -5.3% | 1.0% | 2.8 | 1.7%
More results:
SMILES | Integrin act MD | Giardia killer | Menin MLL FP TR | PKM2 act | B2AR arrestin | GALK inhibitor | ASM inhibitor | PTAP TSG101 blk | Tb PFK inh | Coupling enz | BCR signal inh
COC(CNc1ncnc2c1cnn2C)OC | -5.9% | 5.3 | 23.7% | 6.0% | 0.1% | -0.8% | 0.9% | 0.6% | 6.6% | 3.6 | -0.5%
Nc1nc(SCC(=O)N2CCN(S(=O)(=O)c3ccc(Cl)cc3)CC2)n[nH]1 | ? | 7.6 | 0.0% | ? | 0.1% | 0.9% | 6.4% | -0.7% | 4.5% | -0.5 | 2.3%
CC(C)NC(=O)N(C)C[C@H]1Oc2ccc(NC(=O)c3ccncc3)cc2C(=O)N([C@H](C)CO)C[C@@H]1C | 22.5% | 3.7 | . | . | 0.4% | . | -17.9% | -0.7% | -0.5% | . | ?
c1ccc(C2C3=C(Nc4ncnn42)c2ccccc2CCC3)cc1 (centres undefined) | 20.3%[7.66 µM] | 6.6 | -1.7% | 2.8% | -0.6% | 7.0% | 4.6% | -4.1% | 1.4% | -1.2 | ?
Cc1cc(=O)oc2cc(OCC(=O)N3CCOCC3)c(Cl)cc12 | 1.8% | 21.5 | . | . | -0.6% | . | . | 2.9% | 0.3% | . | -1.5%
Cc1cc(C)c(OCC(=O)N2CCN(c3ncc(C(F)(F)F)cc3Cl)CC2)c(C)c1 | 4.0% | 1.4 | . | 1.0% | 0.6% | 3.9% | -8.8% | . | 0.4% | . | 4.6%
COc1ccc(O)c(-c2cc(-c3cccs3)[nH]n2)c1 | 33.8% | -6.6 | ? | -2.8% | -0.5% | -0.3% | -6.7% | -2.9% | 3.9% | -2.7 | -6.9%
O=c1c2ccccc2nc2n1C(CSc1ccc(Cl)cc1)CN2 (centres undefined) | 7.7% | -3.2 | -15.1% | 0.4% | -0.3% | -4.3% | 2.6% | -3.0% | 2.2% | -6.4 | 4.3%
CCOC(=O)C1=NN(c2ccc(OC)cc2)C(c2ccccc2)CC1=O (centres undefined) | 4.5% | 7.2 | -21.1% | 2.0% | 0.1% | 0.0% | -10.9% | -2.8% | -0.8% | -0.1 | ?
O=C(c1ccc(COc2ccccc2[N+](=O)[O-])o1)N1CCCCC1 | -13.4% | 6.7 | ? | 1.5% | -0.6% | -3.0% | 1.4% | -1.4% | 0.5% | -0.5 | ?
Cc1cc2oc(=O)cc(-c3ccccc3)c2c(C)c1-c1ccc(OC(F)(F)F)cc1 | 20.7% | 35.2[activator] | -2.7% | . | -0.5% | . | -10.9% | -10.4% | 1.8% | -0.1 | ?
Oc1ccccc1-c1nc2c3ccccc3c3ccccc3c2[nH]1 | 24.5% | -22.9 | ? | -0.6% | 0.5% | 7.9% | 153.8%[activator] | 0.6% | ? | -46.6* | ?

High-throughput results deposited in PubChem by National Center for Advancing Translational Sciences (NCATS).
